Screening data as filed in PubChem.
MMP13 inh: inhibitors of human MMP13 | P45452 | MMP-13 fTHP FRET cleavage, Mca fluorescence | inhibition, % at 4 µM | hit rate 0.07% among 65,000 | AID 570;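 active = inhibition above the mean of compound-free control plate wells plus 3 SD, cut at about 14% in these data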;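 also: 0% = DMSO wells and 100% = wells with reference MMP-13 inhibitor after basal subtraction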
HEK293 NFkB inh: inhibitors of the PMA/ionomycin-induced NF-kB reporter in HEK293 cells | HEK-293 NF-kB luciferase reporter, luminescence | inhibition, % at 3 µM | hit rate 0.21% among 62,000 | AID 465;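 active = inhibition above the mean of all tested compounds plus 3 SD, cut at about 40% in these data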;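 also: 0% = stimulated DMSO wells and 100% = 10 µM reference inhibitor 5653914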
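Material: HEK-293 cells with stable firefly luciferase reporter driven by four HIV NF-kB elements / Also added: PMA plus ionomycin mix as NF-kB-activating stimulus / Compound dosing: 3 µM once, 0.30% DMSO / Times: 1 h pretreatment, 16 h stimulation, 37 °C / Signal: luminescence / Evaluation: per-plate % inhibition versus controls / Benchmarks: DMSO and 10 µM reference inhibitor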
ROCK2 blocker: ROCK2 (human) kinase inhibition. O75116. purified ROCK2, Kinase-Glo ATP depletion luminescence. inhibition, % at 6 µM. hit rate 0.35% among 60,000. AID 604;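 active = inhibition above the screen-wide mean inhibition plus 3 SD, cut at about 18% in these data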;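 also: plate controls were DMSO wells for no effect and Y-27632 control wells after no-enzyme background subtraction for full effect; many of its hits are not listed in these tables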
Target sequence (O75116 whole entry, looked up): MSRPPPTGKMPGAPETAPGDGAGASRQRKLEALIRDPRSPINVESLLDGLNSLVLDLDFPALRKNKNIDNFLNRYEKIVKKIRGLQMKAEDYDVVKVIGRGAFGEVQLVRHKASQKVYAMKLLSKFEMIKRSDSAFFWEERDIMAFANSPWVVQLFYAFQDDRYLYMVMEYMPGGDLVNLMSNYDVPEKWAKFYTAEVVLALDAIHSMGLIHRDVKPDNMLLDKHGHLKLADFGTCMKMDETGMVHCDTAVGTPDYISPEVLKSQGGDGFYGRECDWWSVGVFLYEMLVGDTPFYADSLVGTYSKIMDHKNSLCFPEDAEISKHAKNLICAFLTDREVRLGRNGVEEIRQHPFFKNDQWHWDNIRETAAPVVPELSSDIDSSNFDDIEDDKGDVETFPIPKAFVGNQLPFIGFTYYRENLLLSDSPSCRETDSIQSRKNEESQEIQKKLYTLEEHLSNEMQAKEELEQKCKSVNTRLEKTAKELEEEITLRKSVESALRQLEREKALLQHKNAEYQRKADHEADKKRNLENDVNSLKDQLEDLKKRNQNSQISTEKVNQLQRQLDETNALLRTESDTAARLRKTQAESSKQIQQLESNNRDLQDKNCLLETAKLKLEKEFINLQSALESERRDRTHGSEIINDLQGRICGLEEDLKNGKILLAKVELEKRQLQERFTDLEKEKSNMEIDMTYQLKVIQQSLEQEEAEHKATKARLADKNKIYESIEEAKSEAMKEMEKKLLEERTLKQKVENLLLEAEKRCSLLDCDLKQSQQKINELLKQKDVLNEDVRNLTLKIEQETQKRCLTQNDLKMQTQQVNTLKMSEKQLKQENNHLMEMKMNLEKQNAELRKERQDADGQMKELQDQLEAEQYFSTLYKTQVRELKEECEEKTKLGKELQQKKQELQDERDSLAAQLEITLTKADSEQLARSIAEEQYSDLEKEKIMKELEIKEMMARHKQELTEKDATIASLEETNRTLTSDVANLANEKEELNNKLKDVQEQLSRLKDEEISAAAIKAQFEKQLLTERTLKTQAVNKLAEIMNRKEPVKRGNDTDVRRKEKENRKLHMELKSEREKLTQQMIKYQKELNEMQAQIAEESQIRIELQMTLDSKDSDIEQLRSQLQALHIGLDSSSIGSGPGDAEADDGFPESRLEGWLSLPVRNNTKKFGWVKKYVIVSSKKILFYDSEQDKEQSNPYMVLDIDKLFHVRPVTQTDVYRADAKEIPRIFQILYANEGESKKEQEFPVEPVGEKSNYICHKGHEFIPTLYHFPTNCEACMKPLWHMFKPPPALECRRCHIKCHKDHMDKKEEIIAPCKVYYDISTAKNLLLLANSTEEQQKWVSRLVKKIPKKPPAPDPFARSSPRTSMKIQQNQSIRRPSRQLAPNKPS
PKA inh: blocks human protein kinase A activity; P17612; PKA Kemptide phosphorylation, Kinase-Glo ATP luminescence; inhibition, % at 6 µM; hit rate 0.1% among 65,000;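 active = inhibition above the screen-wide mean inhibition plus 3 SD, cut at about 21% in these data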; also: many of its hits are not listed in these tables
MKP-1 inh: blocks human MKP-1 phosphatase activity; P28562; recombinant MKP-1, OMFP hydrolysis fluorescence; inhibition, %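 (compounds tested at a single concentration somewhere between 10 and 100 µM)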; hit rate 0.15% among 65,000;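 active = inhibition above about 50%, limit read from the data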;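 also: 0% = DMSO max control wells and 100% = wells with enzyme stopped by NaOH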
Jurkat viability: cytotoxicity toward Jurkat cells; inhibition, % at 4 µM; Jurkat E6.1 viability, ATP luminescence, 48 h; hit rate 1.2% among 56,000;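 active = inhibition above the mean inhibition of all tested compounds plus 3 SD, cut at about 28% in these data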
JNK3 inh: blocks human JNK3 kinase activity. inhibition, % at 8 µM. P53779. AID 746. purified JNK3 kinase activity, HTS. hit rate 0.61% among 60,000; in the data active = inhibition above about 17%;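 also: 0% = DMSO and 100% = reference inhibitor; many of its hits are not listed in these tables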
Cdc25B block: inhibitors of human Cdc25B phosphatase; hit rate 0.1% among 65,000; inhibition, %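 (compounds tested at 10 µM final in the well)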; P30305; recombinant Cdc25B, OMFP fluorescence Ex485/Em525; in the data active = inhibition above about 50%
TNAP act mid DEA: activates human TNAP at intermediate phosphate acceptor concentration; P05186; purified TNAP, CDP-star luminescence, 100 mM DEA, 30 min; active compounds read high; scale: 0 levamisole-inhibited, 1 vehicle-only enzyme; activation factor at 20 µM; 64,000 tested, under 10 active; AID 813;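 active = activation factor of at least 2 at 20 µM, relative to controls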
An asterisk follows results filed as active; . = no result given; [ ] = remark or other dose.

Labels used below – A = MMP13 inh; B = HEK293 NFkB inh; C = ROCK2 blocker; D = PKA inh; E = MKP-1 inh; F = Jurkat viability; G = JNK3 inh; H = Cdc25B block; I = TNAP act mid DEA
O=C(NC1CC1)c1ccc(S(=O)(=O)NCC2CCCCC2)cc1
  A: 0	B: 7	C: -3	D: 2	E: 3	F: 6	G: 0	H: -8	I: 0.9
O=C1CSC(c2ccco2)N1 (configuration not stated)
  A: -3	B: -1	C: 4	D: 8	E: 6	F: -9	G: 3	H: -11	I: 1
CCCCN(CCCNC(=O)CN1C(=O)COc2ccccc21)c1ccccc1
  A: 2	B: 9	C: .	D: 7	E: 16	F: .	G: .	H: -20	I: 1.1
CCc1c(C)[nH]n(CCC#N)c1=O
  A: -3	B: 16	C: 4	D: 7	E: 7	F: -3	G: 1	H: -2	I: 0.8
CCn1c(C(=O)NCc2cccnc2)cc2sc(Cl)cc21
  A: 4	B: 6	C: -4	D: 17	E: 4	F: 1	G: -1	H: -2	I: 0.9
CC1CCC(NC(=O)CN2CCCN(Cc3ccc(F)cc3Cl)C2=O)CC1 (configuration not stated)
  A: -2	B: 21	C: -3	D: -4	E: 10	F: 12	G: 1	H: 9	I: 0.9
COc1ccc(CCNC(=O)CCn2c(=O)oc3ccccc32)cc1
  A: -5	B: 8	C: 3	D: -4	E: 15	F: 2	G: -5	H: -16	I: 0.9
CC(=O)Nn1c(C)nnc1-n1nc(C)cc1C
  A: 5	B: 12	C: 5	D: 10	E: -2	F: -1	G: 0	H: -9	I: 0.9
CSc1nnc2c(n1)OC(c1ccc(C(=O)O)cc1)N(C(C)=O)c1ccccc1-2 (configuration not stated)
  A: -8	B: 5	C: 4	D: 7	E: 0	F: -10	G: -3	H: -12	I: 1
CCOC(=O)C1CCN(C(C(=O)NC2CCCCC2)c2ccc(OC)cc2)CC1 (configuration not stated)
  A: 7	B: 9	C: .	D: 9	E: 11	F: .	G: .	H: -15	I: 0.9
Cc1cccc(-n2c(=O)[nH]c3c(C(N)=O)nc(C(C)C)nc32)c1
  A: -21	B: 8	C: -3	D: -12	E: 7	F: 0	G: -7	H: 9	I: .
COC(=O)C1=C(C)N(CCc2ccccc2)C(=O)C1
  A: 1	B: -3	C: -6	D: -5	E: -1	F: 4	G: -2	H: 0	I: 0.9
Clc1nc2sccn2c1/C=N/n1cnc2ccccc21
  A: 2	B: -7	C: .	D: -1	E: 9	F: .	G: .	H: -1	I: 1
O=C1CN(CC(=O)N2CCCCC2)c2ccccc2O1
  A: 1	B: 21	C: -1	D: -4	E: 11	F: 3	G: -5	H: 10	I: 1
CCC(Sc1nc(C)cc(=O)[nH]1)C(=O)Nc1sc2c(c1C#N)CCCC2 (configuration not stated)
  A: 0	B: 0	C: 4	D: 9	E: 14	F: -2	G: 1	H: -6	I: 0.9
O=C(CSc1nnc(Cc2ccccc2)n1-c1ccc(Cl)cc1)N1CCOCC1
  A: 2	B: -4	C: 5	D: 7	E: 18	F: -11	G: -2	H: -11	I: 0.9
COc1ccc(C(=O)Nc2ccc(S(=O)(=O)NCc3ccco3)cc2)cc1OC
  A: 6	B: -1	C: 6	D: 10	E: -2	F: -2	G: -2	H: -1	I: 0.9
Cc1cccc(CSC2=NCCN2C(=O)C2CC2)c1
  A: 11	B: 14	C: 5	D: 15	E: 3	F: 5	G: 10	H: -7	I: 1
CSc1nc(C)cc(SCCO)n1
  A: 2	B: 6	C: 0	D: -2	E: -4	F: 8	G: 1	H: 5	I: 1
COc1ccc(OC)c(CNC(=O)C2CCN(S(=O)(=O)N3CCCC3)CC2)c1
  A: -7	B: 3	C: -5	D: -6	E: 3	F: 5	G: -9	H: -14	I: 1
CC(=O)c1cccc(NC(=O)NCCS(C)=O)c1 (configuration not stated)
  A: 2	B: -4	C: 3	D: 4	E: 18	F: -5	G: 0	H: 6	I: 0.9
O=C(NC1(C(F)(F)F)NC(=O)N(Cc2cccnc2)C1=O)c1cccs1 (configuration not stated)
  A: -2	B: 9	C: 9	D: 7	E: 6	F: -5	G: 0	H: -2	I: 1
CC(=O)Nc1ccc(OCC(O)CN2CCN(Cc3ccccc3)CC2)cc1 (configuration not stated)
  A: -2	B: 14	C: 7	D: 0	E: 6	F: -4	G: 2	H: 4	I: 0.9
Cc1ccc(C(=O)Nc2ccc3c(c2)ncn3C)cc1
  A: 4	B: -44	C: 9	D: 9	E: -5	F: -3	G: 2	H: -8	I: 0.8
COc1ccc2nc(SCC(=O)Nc3ccc4c(c3)OCCO4)[nH]c2c1
  A: 2	B: 13	C: 2	D: 2	E: 28	F: 0	G: 1	H: 2	I: 0.9
Cc1ccc(-c2cc(C(=O)N3CCCC3)no2)cc1
  A: 1	B: -8	C: 5	D: 4	E: -1	F: -11	G: -4	H: -7	I: 0.8
Cc1ccc2cc(CN(Cc3cccs3)Cc3nnnn3CC3CCCO3)c(=O)[nH]c2c1 (configuration not stated)
  A: 4	B: 11	C: 1	D: 1	E: 6	F: -8	G: -2	H: -11	I: 0.9
O=C(CSc1n[nH]c(-c2ccc(S(=O)(=O)NC3CCCCC3)cc2)n1)N1CCCC1
  A: -69[fluorescence artefact?]	B: 9	C: -1	D: -6	E: 4	F: 16	G: -7	H: -1	I: 0.9
Nc1nc(N)nc(-c2ccccn2)n1
  A: 2	B: 13	C: 10	D: 7	E: 13	F: 5	G: 1	H: 4	I: 0.9
COc1ccc2c(c1OC)C(=O)N1c3ccccc3SC21 (configuration not stated)
  A: -11	B: .	C: 11	D: 4	E: -30	F: .	G: 1	H: -1	I: 0.9
O=C(c1ccc(CN2CCOCC2)cc1)N1CCN(Cc2ccccc2)CC1
  A: -1	B: 8	C: 4	D: -4	E: 7	F: 2	G: 3	H: -14	I: 1
COC(=O)CCN1CCC(C(N)=O)CC1
  A: -15	B: -20	C: 4	D: 9	E: -3	F: 2	G: -2	H: -5	I: 1
COc1ccccc1CNC(=O)c1c(O)c2cc(OC)c(OC)cc2[nH]c1=O
  A: 6	B: 14	C: 3	D: 4	E: 16	F: -8	G: -3	H: 4	I: 0.9
O=C1NC(=O)C2(CCC(C(=O)O)C2)N1 (configuration not stated)
  A: 3	B: 10	C: -4	D: 2	E: -5	F: 2	G: -4	H: -15	I: 1
CCOc1ccc(-c2nnc(N)o2)cc1
  A: -2	B: 4	C: 0	D: -6	E: 6	F: -6	G: -2	H: 22	I: 1
CCN1CCN(C(=O)c2cc3c(=O)n(C)c4ccccc4c3n2C)CC1
  A: -2	B: -8	C: 4	D: -2	E: -4	F: -3	G: -1	H: -1	I: 0.9
N#Cc1cn(CC(=O)NCCc2c[nH]c3ccccc23)c2ccccc12
  A: 3	B: -1	C: 6	D: 6	E: -3	F: 6	G: -1	H: -16	I: 0.9
CCCCc1c(C)nn(-c2nnc3c4ccccc4n(C)c3n2)c1C
  A: -4	B: .	C: -5	D: 1	E: -4	F: .	G: -1	H: 11	I: 0.9
Cc1cc(C(C)(C)C)cc(S(=O)(=O)NCC(=O)O)c1C
  A: 3	B: 18	C: 5	D: 11	E: 7	F: -3	G: -3	H: -1	I: 1
CCn1c2ccccc2c2nnc(SCc3ccccc3)nc21
  A: -2	B: 2	C: 6	D: 2	E: -9	F: 2	G: 4	H: -9	I: 0.9
COC(=O)CSc1nc2c(c(=O)[nH]c(=O)n2C)n1CCC(C)C
  A: 1	B: 11	C: 4	D: 12	E: 0	F: -2	G: 2	H: -11	I: .
CC1CCN(S(=O)(=O)c2ccc(S(=O)(=O)NCC3COCCO3)cc2)CC1 (configuration not stated)
  A: 5	B: 17	C: -4	D: -5	E: -21	F: 2	G: -7	H: 1	I: 0.8
Nc1nnc(CCC2CCCCC2)s1
  A: 4	B: 10	C: -2	D: -3	E: 0	F: 5	G: -2	H: 0	I: 1
COc1cccc(N(CC(=O)NC2CCCC2)C(=O)Cn2nnc(-c3ccc(C)cc3)n2)c1
  A: 1	B: 6	C: -2	D: 0	E: 13	F: -1	G: -2	H: 11	I: 0.9
CCC(C(=O)NCCN1CCN(C)CC1)n1c(C)c2cnn(-c3ccccc3)c(=O)c2c1C (configuration not stated)
  A: -2	B: 9	C: 5	D: 8	E: -4	F: -4	G: 0	H: -8	I: 0.9

Molecules from the list above that contain a cyano group, in the order listed:
Labels used below – A = MMP13 inh; B = HEK293 NFkB inh; C = ROCK2 blocker; D = PKA inh; E = MKP-1 inh; F = Jurkat viability; G = JNK3 inh; H = Cdc25B block; I = TNAP act mid DEA
CCc1c(C)[nH]n(CCC#N)c1=O
  A: -3	B: 16	C: 4	D: 7	E: 7	F: -3	G: 1	H: -2	I: 0.8
CCC(Sc1nc(C)cc(=O)[nH]1)C(=O)Nc1sc2c(c1C#N)CCCC2 (configuration not stated)
  A: 0	B: 0	C: 4	D: 9	E: 14	F: -2	G: 1	H: -6	I: 0.9
N#Cc1cn(CC(=O)NCCc2c[nH]c3ccccc23)c2ccccc12
  A: 3	B: -1	C: 6	D: 6	E: -3	F: 6	G: -1	H: -16	I: 0.9

Gathered by group, the entries above containing a thiophene ring, fused or not (4)
Labels used below – A = MMP13 inh; B = HEK293 NFkB inh; C = ROCK2 blocker; D = PKA inh; E = MKP-1 inh; F = Jurkat viability; G = JNK3 inh; H = Cdc25B block; I = TNAP act mid DEA
CCn1c(C(=O)NCc2cccnc2)cc2sc(Cl)cc21
  A: 4	B: 6	C: -4	D: 17	E: 4	F: 1	G: -1	H: -2	I: 0.9
CCC(Sc1nc(C)cc(=O)[nH]1)C(=O)Nc1sc2c(c1C#N)CCCC2 (configuration not stated)
  A: 0	B: 0	C: 4	D: 9	E: 14	F: -2	G: 1	H: -6	I: 0.9
O=C(NC1(C(F)(F)F)NC(=O)N(Cc2cccnc2)C1=O)c1cccs1 (configuration not stated)
  A: -2	B: 9	C: 9	D: 7	E: 6	F: -5	G: 0	H: -2	I: 1
Cc1ccc2cc(CN(Cc3cccs3)Cc3nnnn3CC3CCCO3)c(=O)[nH]c2c1 (configuration not stated)
  A: 4	B: 11	C: 1	D: 1	E: 6	F: -8	G: -2	H: -11	I: 0.9

More entries follow:
Labels used below – A = MMP13 inh; B = HEK293 NFkB inh; C = ROCK2 blocker; D = PKA inh; E = MKP-1 inh; F = Jurkat viability; G = JNK3 inh; H = Cdc25B block; I = TNAP act mid DEA
COc1ccc(-n2c(Cc3cccn3C)nnc2SCC(=O)Nc2cccc(C)c2C)cc1
  A: 7	B: 9	C: 1	D: 0	E: 11	F: -1	G: 0	H: -7	I: 0.9
CCOc1ccc(NC(=O)C2CC=CCC2C(=O)O)cc1 (configuration not stated)
  A: -3	B: 9	C: 6	D: 7	E: 4	F: -7	G: -3	H: -12	I: 1
CCOC(=O)N1CCN(C(=O)COc2ccccc2OC)CC1
  A: -10	B: 20	C: 6	D: 7	E: 9	F: -1	G: 4	H: -11	I: 1
O=c1c2cc(N3CCOCC3)ccc2[nH]c(=S)n1CCCN1CCCC1
  A: -10	B: 17	C: .	D: 7	E: -2	F: .	G: .	H: -21	I: 0.8
CCOC(=O)c1[nH]c(CSc2nnc(-c3ccc(OC)cc3)o2)c(C(=O)OCC)c1C
  A: -2	B: 2	C: .	D: 4	E: 10	F: .	G: .	H: -20	I: 0.9
CN(C)S(=O)(=O)c1ccc(C(=O)Oc2cc(=O)[nH]c3ccccc23)cc1
  A: 6	B: 5	C: 2	D: -6	E: 8	F: -2	G: -3	H: -15	I: 0.9
COc1ccc(-c2cc(C(=O)Nc3c(C)nn(Cc4ccccc4Cl)c3C)no2)cc1
  A: -2	B: 20	C: .	D: -5	E: 14	F: .	G: .	H: 0	I: 0.9

An excerpt from above with just JNK3 inh.
Structure | JNK3 inh
O=C1NC(=O)C2(CCC(C(=O)O)C2)N1 (configuration not stated) | -4
O=C1CSC(c2ccco2)N1 (configuration not stated) | 3
